Screens deposited in PubChem BioAssay by National Center for Advancing Translational Sciences (NCATS).
Tau fibril FP – inhibitors of human tau fibril formation; 280,000 compounds, 0.39% hits; Potency, µM (top dose mostly 57.7 µM), for inactives: at the highest dose activity, negative = inhibition, actives largely listed as inhibitors; K18 P301L tau heparin fibrillization, Alexa594 FP, 6 h; also: % is scaled to controls: 0 for no effect and ±100 for the full control effect; nearly all actives have a fitted effect of over 55% in size
Target sequence (P10636 561-689 P618L limits assumed): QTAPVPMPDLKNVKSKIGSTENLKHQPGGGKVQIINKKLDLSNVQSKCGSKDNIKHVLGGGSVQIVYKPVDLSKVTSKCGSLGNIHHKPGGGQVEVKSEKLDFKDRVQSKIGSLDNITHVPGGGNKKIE
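Read-out: fluorescence polarization of Alexa 594-labeled tau (0.24 uM), 555 nm excitation, 632 nm emission. Mixtures held 15 uM unlabeled K18 P301L, compound and 20 uM heparin, pH 7 acetate buffer, incubated 6 hr at 37 C.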
Tau fluor cs – counter-screen for tau fibril formation inhibitors; Potency, µM (titrated, usually from 57.7 µM), for the others: at the top dose activity change, negative = decrease; AID 1463; tau K18 P301L Alexa594 fluorescence, heparin fibrillization; 280,000 compounds, 0.93% hits; also: % is scaled to controls: 0 for no effect and ±100 for the full control effect; nearly all actives have a fitted effect of over 55% in size
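Human tau K18 P301L (15 uM unlabeled, 0.24 uM Alexa 594-labeled) in 100 mM sodium acetate pH 7 with 20 uM heparin, 6 hr at 37 C. ThT 30 uM added, 1 hr ambient; Alexa 594 FP and total fluorescence read at 555/632 nm.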
HTT ATP protect – protects HTT-Q103 PC12 cells, measured by ATP | Potency, µM (titrated, usually from 56.4 µM), for inactives: cytoprotection (ATP increase), usual class: activators | PC12 HTT-Q103 induced, cytoprotection, ATP luminescence, 40 h | 230,000 compounds, 0.14% hits;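 also: % of control where 0% means no effect; nearly all actives have a fitted effect of over 45% in size; toxic huntingtin expression switched on by the ecdysone agonist tebufenozide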
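Stable PC12 Q103-GFP cells in serum-supplemented, phenol red-free DMEM; induction by tebufenozide at 100 nM final; compound dose series; cell viability quantified luminescently from ATP.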
TexasRed fluor – counter-screen for TRb-SRC2 inhibitors: fluorescence interference | TRb/SRC2 Texas Red total fluorescence interference | Potency, µM (highest dose often 106 µM), for the others: at the highest dose fluorescence change, negative = quenching | 280,000 compounds, 0.29% hits | AID 1479; active = well fitted curve in either direction with a large enough effect; inconclusive = small, poorly fitted or top-dose-only effect; also: % is scaled to controls: 0 for no effect and ±100 for the full control effect
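Flags fluorescent or light-absorbing compounds by total fluorescence, S + 2P, at 555 nm excitation and 632 nm emission. Mixture: 20 nM Texas Red SRC2 peptide, 0.6 uM human TRb LBD, 1 uM T3, 5% DMSO; compound exposure 5 h at ambient temperature.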
L3MBTL1 inh – blocks human L3MBTL1; Potency, µM (series often up to 57.1 µM), inactives show at the highest dose activity, negative = inhibition, actives largely listed as inhibitors; Q9Y468; AlphaScreen L3MBTL1–H3K9me1 peptide binding; 230,000 compounds, 0.66% hits; also: % is scaled to controls: 0 for no effect and ±100 for the full control effect; nearly all actives have a fitted effect of over 60% in size
Target sequence (Q9Y468 whole entry, looked up): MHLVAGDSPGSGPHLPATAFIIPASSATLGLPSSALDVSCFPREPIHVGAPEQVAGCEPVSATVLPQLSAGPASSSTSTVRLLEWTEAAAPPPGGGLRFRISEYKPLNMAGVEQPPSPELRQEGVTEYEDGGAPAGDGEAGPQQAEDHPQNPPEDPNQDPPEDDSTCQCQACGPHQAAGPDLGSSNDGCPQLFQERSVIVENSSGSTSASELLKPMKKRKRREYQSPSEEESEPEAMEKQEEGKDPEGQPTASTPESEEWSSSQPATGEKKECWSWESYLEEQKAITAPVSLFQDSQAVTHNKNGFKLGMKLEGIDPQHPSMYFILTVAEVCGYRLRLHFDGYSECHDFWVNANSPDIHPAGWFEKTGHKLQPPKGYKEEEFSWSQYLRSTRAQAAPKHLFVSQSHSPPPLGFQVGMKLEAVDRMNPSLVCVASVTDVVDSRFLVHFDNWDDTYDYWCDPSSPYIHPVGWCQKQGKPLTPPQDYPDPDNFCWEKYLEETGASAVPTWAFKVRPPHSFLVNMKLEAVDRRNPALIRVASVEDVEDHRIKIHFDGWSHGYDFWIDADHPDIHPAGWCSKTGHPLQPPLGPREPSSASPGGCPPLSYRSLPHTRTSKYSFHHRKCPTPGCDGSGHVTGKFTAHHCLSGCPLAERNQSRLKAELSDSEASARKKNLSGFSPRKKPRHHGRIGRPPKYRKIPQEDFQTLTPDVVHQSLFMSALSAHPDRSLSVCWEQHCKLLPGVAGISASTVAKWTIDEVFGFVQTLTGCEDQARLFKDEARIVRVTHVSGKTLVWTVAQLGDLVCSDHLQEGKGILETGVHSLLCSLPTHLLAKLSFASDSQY
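L3MBTL1 50 nM + b-AHA-H3(1-15)K9me1 75 nM, 30 min RT; compound added, 30 min RT; streptavidin donor/Ni-chelate acceptor beads 10 ug/mL each final, 30 min RT dark; AlphaScreen read.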
RECQ1 helicase – blocks DNA unwinding by human RECQ1. P46063. Potency, µM (series often up to 57.3 µM), for inactives: at the top dose activity, negative = inhibition, actives largely listed as inhibitors. RECQ1 DNA unwinding, red fluorescence kinetic read. 240,000 compounds, 0.54% hits. AID 2549;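 also: plate controls were vehicle for no effect and no enzyme for full effect; nearly all actives have a fitted effect of over 30% in size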
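RECQ1T1 50 nM; forked duplex (20 bp + 30-nt ss tails) 200 nM, ATP 2 mM final; pH 8.0, 2 mM MgCl2, 2.5 ug/ml poly(dI-dC); 15 min compound preincubation; discontinuous kinetic read over 2 h at RT.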
TRb-SRC2 inh – inhibitors of human thyroid hormone receptor beta-SRC2 interaction; P10828; TRbeta-SRC2 peptide binding, fluorescence polarization; receptor liganded with 1 µM T3; Potency, µM (doses to about 106 µM), for inactives: at the top dose activity change, negative = inhibition, usual class: inhibitors; 280,000 compounds, 0.065% hits;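 also: plate controls were bound peptide for no effect and peptide without receptor for full effect; nearly all actives have a fitted effect of over 50% in size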
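Decrease in fluorescence polarization of 20 nM Texas Red SRC2 coactivator peptide flagged inhibition of its binding to 0.6 uM TRb LBD; 1 uM T3 included, incubation 5 hr, ex 555/em 632 nm.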
Tau fibril ThT – tau fibrillization inhibition (ThT binding). P10636. 270,000 compounds, 2.1% hits. Potency, µM (titrated, usually from 57.4 µM), for inactives: top-dose activity, negative = inhibition, usual class: inhibitors. recombinant tau K18 P301L (four-repeat tau fragment), heparin-induced fibrillization, ThT fluorescence. AID 1460; also: % is scaled to controls: 0 for no effect and ±100 for the full control effect; nearly all actives have a fitted effect of over 55% in size
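Heparin-induced fibrillization of the P301L-mutant K18 repeat-domain fragment of human tau was followed by ThT binding in quantitative high-throughput format.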
* = called active by the depositor; i = inactive; ? = inconclusive; · = no result given; & = joins results of further samples; [ ] = remark or other dose. Unless noted, calls follow the shape of the dose curve; as a rule, active = well fitted curve in the direction sought with a large enough effect; inconclusive = small, poorly fitted or top-dose-only effect, or another doubt; inactive = no such curve, though single readings can be large; an effect the other way counts as inactive or inconclusive. Potency is read from the fitted curve at half-maximal effect.

SMILES,Tau fibril FP,Tau fluor cs,HTT ATP protect,TexasRed fluor,L3MBTL1 inh,RECQ1 helicase,TRb-SRC2 inh,Tau fibril ThT
COc1cccc(C2NC(=O)NC(C)=C2C(=O)Nc2ccccc2C)c1 (configuration not stated),-13%,-1%,0%,-1%,-1%,-5%,-17%,0%
COC(=O)c1ccc2c(=O)n(CCc3ccc(S(N)(=O)=O)cc3)c(SCC(=O)C(C)(C)C)nc2c1,?,-12%,·,-3%,·,·,-6%,1%
Cn1cc(C(=O)c2ccc(Cl)cc2Cl)cc1C(=O)N/N=C(\N)COc1ccc(Cl)cc1Cl,-9%,-19%,-19%,-1%,·,0%,-13%,-11%
O=C(c1ccc(NS(=O)(=O)c2ccccc2)cc1)N1CCN(Cc2ccc3c(c2)OCO3)CC1,-4%,-7%,0%[0.074 µM],-5%,-10%,i,2%,-3%
COc1cc(OC)c2c(-c3ccccc3)cc(=O)oc2c1C(CC(=O)N1CCN(c2ccccc2)CC1)c1ccc(N(C)C)cc1 (configuration not stated),7%,?,-11%[10 µM],-4%&-1%,·,-10%,12%&2%,?
Cc1nnc(-c2ccc(Oc3ccc(Cl)cc3)c([N+](=O)[O-])c2)o1,4%,-3%,6%[0.074 µM],1%,-20%,-2%,2%,-8%
CC(C)c1nnc(NC(=O)c2cccs2)s1,0%,-4%,-5%[10 µM],-2%,6%,5%,2%,-3%
Cc1noc(C)c1S(=O)(=O)N1CCC(C(=O)NC2CCN(Cc3ccccc3)CC2)CC1,-1%,-2%,32%,-3%,·,i,-5%,-1%
COCCn1c(SCC(=O)N2CCCCC2)nc2ccccc2c1=O,-1%,-1%,-41%[inhibitor],2%,2%,-4%,5%,8%
O=C(CNS(=O)(=O)c1c(Cl)cccc1Cl)OCc1csc(-c2ccccc2)n1,2%,-7%,14%[10 µM],-2%[53 µM],8%,-7%,4%[53 µM],-2%
O=C(CN1C(=O)/C(=C/c2ccccc2)SC1=S)Nc1cccnc1,?,?,-6%[10 µM],-1%,-14%,i,2%,-16%
COc1ccc(NC(=O)CSc2nc3c(c(=O)n2-c2ccc(F)cc2)SCC3)cc1,-1%,-3%,-11%[10 µM],3%,-12%,i,5%,-11%
NS(=O)(=O)c1ccc2nc(NC(=O)c3ccncc3)sc2c1,0%,-12%,-122%[inhibitor],2%,·,i,-3%,-5%
CCN(CC)C1CCN(c2nc3nonc3nc2NCCOC)C1 (configuration not stated),0%,2%,-4%[10 µM],0%,1%,-8%,-7%,0%
CCn1ncc(/C=C/C(=O)Nc2c(C)nn(CC)c2C)c1C,2%,-4%,-1%,-1%,5%,0%,2%,-4%
O=C(NCCOc1ccccc1Cl)c1cc(F)c(F)cc1Cl,3%,-4%,-6%,2%,15%,-4%,2%,-20%
COC(=O)c1cccnc1NC(=S)NNC(=O)c1ccncc1,3%,-10%,-2%,0%,·,-13%,-4%,-18%
CC(c1ccccc1)C1CC(=O)N(Cc2ccco2)C1=O (configuration not stated),-10%,-6%,0%,-2%,-6%,-2%,-10%,-18%
Cc1ccccc1Nc1cc(C(=O)NCCCN2CCN(c3cccc(Cl)c3)CC2)c2ccccc2n1,-15%,?,·,-4%,·,·,-1%,?
O=C(c1ccccc1)N1CCN(Cc2ccccc2)CC1,1%,2%,10%[10 µM],-1%,14%,-2%,2%,1%

Additional records follow:
SMILES,Tau fibril FP,Tau fluor cs,HTT ATP protect,TexasRed fluor,L3MBTL1 inh,RECQ1 helicase,TRb-SRC2 inh,Tau fibril ThT
Cc1cc(C)nc(-n2nc(C)cc2NC(=O)c2ccc3c(c2)OCO3)n1,3%,0%,-44%[inhibitor],-3%,4%,-7%,-14%,-12%
O=c1oc2ccccc2n1CSc1nc2ccccc2s1,1%,-13%,-15%[0.074 µM],-2%,20%,-3%,7%,2%
CC(=O)c1ccc(NC(=O)CCc2c(C)nc3cc(-c4ccc(Cl)cc4)nn3c2C)cc1,?,?,·,6%,·,·,-6%,-15%
Cn1c2ccccc2c2ncn(Cc3ccc(F)cc3)c(=O)c21,-9%,-9%,15%[10 µM],-2%,-8%,-5%,-3%,3%
COc1ccc(C(C)NC(=O)c2cccc([N+](=O)[O-])c2)cc1OC (configuration not stated),-2%,8%,15%[10 µM],-1%,9%,-8%,9%,4%
CCOC(=O)Nc1ccc2c(c1)N(C(=O)OC)c1ccccc1CC2,3%,2%,-57%[inhibitor][0.074 µM],0%,8%,-8%,10%,0%
C/C(=N\NC(=O)c1cc(-c2ccncc2)nc2ccccc12)c1ccc(N2CCOCC2)cc1,2%,-14%,-92%[inhibitor],-2%,-26%,-10%,4%,?
CCOc1ccc(-n2c(C)cc(/C=N/NC(=O)C(N)=O)c2C)cc1,-1%,-1%,-29%,-3%,-1%[11.4 µM],i,-5%,?
Cn1c(N)c(C(=O)CSc2ncn[nH]2)c(=O)n(C)c1=O,-6%,-12%,26%[10 µM],1%,7%,i,-2%,-7%
CC(c1ccccc1)N1CCn2c(nc3cc(NC(=O)c4cccs4)ccc32)C1 (configuration not stated),-2%,?,-38%,1%,·,-1%,-11%,?
COCC(C)n1c(C)cc(C(=O)COC(=O)c2c(NC(C)=O)sc(C)c2C)c1C (configuration not stated),-8%,-1%,-3%[10 µM],-5%,0%,-1%,-1%,0%
O=C(NC(Nc1ncc(S(=O)(=O)c2ccc([N+](=O)[O-])cc2)s1)(C(F)(F)F)C(F)(F)F)c1ccc(Cl)cc1,?,?,-12%,-2%,·,i,-10%,?
O=C(CCN1C(=O)C2C3C=CC(C3)C2C1=O)Nc1ccc2c(c1)OCO2 (configuration not stated),2%,-11%,-16%,3%,-6%,-7%,-2%,-14%
Cc1cccc(-c2nc(C#N)c(NCC3CCCO3)o2)c1 (configuration not stated),-1%[11.6 µM],-3%[11.6 µM],-9%[10 µM],-7%,·,-7%,-6%,·
Cn1c(=O)c2[nH]c(N3CCCCC3)nc2n(C)c1=O,-4%,12%,-2%[10 µM],2%,12%,i,-2%,2%
CCc1nc(C)cn1S(=O)(=O)c1cc([N+](=O)[O-])ccc1Cl,5%,-17%,-77%[inhibitor],-1%,3%,i,2%,-12%
CN(CCOC(=O)c1cccc(F)c1)Cc1ccccc1,-2%,-2%,16%[10 µM],-1%,14%,-11%,-2%,4%
Cc1c(NC(=O)OCc2ccccc2)c(=O)n(-c2ccccc2)n1C,-4%,-5%,-4%,1%,·,-7%,-2%,-9%
CC(Cl)C(=O)Nc1ncc(C(F)(F)F)cc1Cl (configuration not stated),1%,4%,11%,-5%,·,i,-2%,8%
O=C(Cc1ccc(F)cc1)NCCc1csc(-c2cccc(F)c2)n1,-2%,-9%,·,-1%,·,·,4%,-1%

One compound at a time (already shown):
Shown for O=C(CCN1C(=O)C2C3C=CC(C3)C2C1=O)Nc1ccc2c(c1)OCO2 (configuration not stated) = Tau fibril FP: 2%; Tau fluor cs: -11%; HTT ATP protect: -16%; TexasRed fluor: 3%; L3MBTL1 inh: -6%; RECQ1 helicase: -7%; TRb-SRC2 inh: -2%; Tau fibril ThT: -14%
Shown for CC(Cl)C(=O)Nc1ncc(C(F)(F)F)cc1Cl (configuration not stated) = Tau fibril FP: 1%; Tau fluor cs: 4%; HTT ATP protect: 11%; TexasRed fluor: -5%; L3MBTL1 inh: ·; RECQ1 helicase: i; TRb-SRC2 inh: -2%; Tau fibril ThT: 8%

The list goes on.
SMILES,Tau fibril FP,Tau fluor cs,HTT ATP protect,TexasRed fluor,L3MBTL1 inh,RECQ1 helicase,TRb-SRC2 inh,Tau fibril ThT
COc1ccc(C2c3c(ccc4ccccc34)Oc3ncn4nc(-c5ccco5)nc4c32)cc1OC (configuration not stated),-3%,-12%,-13%[10 µM],3%,8%,-5%,3%,-7%
O=C(CCS(=O)(=O)c1cc(Br)cc2c1N(C(=O)C1CC1)CC2)N1CCN(c2cccc(Cl)c2)CC1,3%,-16%,·,0%,·,·,-6%,-14%
COCCNC(=O)COc1ccc(Oc2ccccc2)cc1,1%,-4%,-1%,-6%,-2%,-8%,-1%,-7%
CCCOc1ccc(C(CC(=O)O)NC(=O)c2cccs2)cc1 (configuration not stated),2%,-4%,-3%,0%,·,-5%,-3%,-4%
CCOC(=O)C1C(c2ccc(O)c(OCC)c2)NC(=S)NC1(O)C(F)(F)F (configuration not stated),?,-11%,-19%,-10%,35%,-4%,-2%,-6%
CCN1CCN(C(=O)c2cnn(-c3ccc(F)cc3)c2-n2cccc2)CC1,-1%,2%,·,0%,·,·,10%,7%
O=C(CSC1CC(=O)N(c2ccc(C(=O)O)cc2)C1=O)Nc1ccc2ccccc2c1 (configuration not stated),-5%,-9%,10%[10 µM],-2%,7%,-2%,-4%,?
Cc1ccc(C)c(NC(CC(=O)c2ccccc2)C(=O)OCC(=O)c2cccs2)c1 (configuration not stated),6%,-16%,-29%[10 µM],1%,8%,i,7%,-14%
Cc1ccc(C)c(CSc2ccc3nnc(CCNS(=O)(=O)c4ccccc4)n3n2)c1,1%,0%,·,1%,·,·,-9%,3%
COc1cccc(-c2cc(C(=O)O)[nH]n2)c1,-1%,0%,7%,2%,8%,-11%,4%,-1%
COc1ccccc1-c1cc(C(=O)Nc2c(C)n(C)n(-c3ccccc3)c2=O)no1,-17%,-10%,-27%,-1%,3%,-12%,-7%,-10%

These rows are one share of the data; count on the stated rates, not on these rows.
